ASM inhibitor – human S-ASM enzyme inhibition; P17405; placental ASM, HMU-PC fluorogenic substrate, 60 min; Potency, µM (highest dose often 57.5 µM), inactives show at the highest dose activity change, negative = inhibition, most hits filed as inhibitors; 0.006% of 340,000 active; further: potency means the concentration at half of the fitted maximal effect
Target sequence (P17405 47-631 limits assumed): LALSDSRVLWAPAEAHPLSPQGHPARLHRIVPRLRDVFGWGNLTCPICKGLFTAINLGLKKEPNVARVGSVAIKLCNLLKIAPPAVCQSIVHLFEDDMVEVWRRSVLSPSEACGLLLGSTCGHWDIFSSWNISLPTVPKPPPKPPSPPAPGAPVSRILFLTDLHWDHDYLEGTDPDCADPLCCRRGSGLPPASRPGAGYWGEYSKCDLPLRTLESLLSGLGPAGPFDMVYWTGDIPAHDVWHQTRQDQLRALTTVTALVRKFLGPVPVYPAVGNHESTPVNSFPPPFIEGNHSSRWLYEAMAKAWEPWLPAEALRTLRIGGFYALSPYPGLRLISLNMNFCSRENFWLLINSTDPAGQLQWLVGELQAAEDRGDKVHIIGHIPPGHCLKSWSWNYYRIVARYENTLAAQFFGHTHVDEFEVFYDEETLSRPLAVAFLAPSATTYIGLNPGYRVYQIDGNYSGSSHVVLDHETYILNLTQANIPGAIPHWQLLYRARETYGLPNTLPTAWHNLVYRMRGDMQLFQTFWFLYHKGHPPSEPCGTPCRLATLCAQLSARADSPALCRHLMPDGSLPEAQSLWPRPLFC
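Steps: dispense placental human ASM, pin compound, wait 10 min at room temperature, add HMU-PC0 substrate at 9 uM final, incubate 60 min at 37 °C, add stop solution raising pH to 10, read fluorescence.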
Menin-MLL TR inh – displaces Texas Red mutant MLL peptide from human menin; O00255; Menin + Texas Red MLL mutant peptide, fluorescence polarization; Potency, µM (top dose mostly 61.6 µM), for inactives: top-dose FP activity change, negative = inhibition, actives largely listed as inhibitors; 0.23% of 270,000 active; active means well fitted inhibition curve with a large enough effect in the polarisation, with a control signal flat, not every such curve was filed as active; inconclusive means small, poorly fitted or top-dose-only effect, or effect the other way, or a change in a side signal; inactive means no such curve, though single readings can be large or run the other way; the % refers to the polarisation; further: potency means the concentration at half of the fitted maximal effect; % of control where 0% means no effect; many of its hits are not listed in these tables
USP2a inh – inhibitors of human ubiquitin-specific protease USP2a. O75604. USP2 core, Ub-CHOP2 coupled fluorogenic reporter, 485/531. Potency, µM (doses to about 38.3 µM), for inactives: at the highest dose activity change, negative = inhibition, most hits filed as inhibitors. 0.01% of 330,000 active;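 further: potency means the concentration at half of the fitted maximal effect; plate controls were DMSO wells for no effect and full inhibition by NEM control for full effect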
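USP2 core (10nM final) preincubated 30min RT with compound in 20mM Tris-HCl pH 8.0, 2mM CaCl2, 2mM beta-mercaptoethanol, 0.05% CHAPS; 25nM Ub-CHOP2 plus 25nM reporter substrate added, fluorescence (Ex485/Em531) read after 60min.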
Mito fusion act – mitochondrial division inhibition or fusion activation. S. cerevisiae fusion-defective mutant growth rescue, CellTiterGlo 48 h. Potency, µM (titrated, usually from 46.1 µM), for inactives: at the top dose growth rescue (activation), usual class: activators. 0.23% of 320,000 active;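 further: potency means the concentration at half of the fitted maximal effect; % of control where 0% means no effect; nearly all actives have a fitted effect of over 45% in size; temperature-sensitive fusion mutants such as fzo1-1 at 37 °C on non-fermentable ethanol glycerol medium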
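Read-out: ATP-based luminescence (CellTiterGlo, 10 min ambient) reporting growth of fusion-defective ts yeast after 48 hours at 37C on glycerol/ethanol YPEG medium in the presence of compound.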
MBNL1 CUG block – blocks human MBNL1 binding to CUG repeat RNA; TR-FRET MBNL1-His/biotin-(CUG)12 binding, 665/545 ratio; Potency, µM (highest dose often 57.5 µM), without a hit: at the highest dose activity change, negative = inhibition, usual class: inhibitors; 0.036% of 280,000 active; AID 2675; active means well fitted inhibition curve with a large enough effect in the signal ratio, with a control signal flat, not every such curve was filed as active; inconclusive means small, poorly fitted or top-dose-only effect, or effect the other way, or a change in a side signal; inactive means no such curve, though single readings can be large or run the other way; the % refers to the signal ratio; further: potency means the concentration at half of the fitted maximal effect; on the % scale 0 is the no-effect control and ±100 the full control effect
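MBNL1-His + Biotin-(CUG)12, cpd titration 92 nM–58 uM; Tb anti-His Ab 0.055 ng/ul, SA-XL665 5 nM (final); 60 min RT; ratiometric 665/545 nm, Ex 340 nm; normalized to buffer and full-complex controls.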
GALK inh – inhibitors of human galactokinase. P51570. Purified GALK, Kinase-Glo residual ATP luminescence. 0.007% of 270,000 active. Potency, µM (highest dose often 57.5 µM), for the others: top-dose activity change, negative = inhibition, hits mostly inhibitors; further: potency means the concentration at half of the fitted maximal effect; on the % scale 0 is the no-effect control and ±100 the full control effect
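Galactose (100 uM) and ATP (35 uM) were turned over by 5 nM GALK for 1 h at RT. Kinase-Glo Plus then converted the remaining ATP into a luminescent signal.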
KCNH2 WT inh – inhibitors of human wildtype KCNH2 potassium channel. Q12809. U2OS, BacMam KCNH2, thallium flux FluxOr; hits give low values. activity change, % at 1.84 µM. 0.37% of 340,000 active;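 active means maximum activity change below -70%; inconclusive means maximum activity change between -70% and -50%; inactive means maximum activity change above -50%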; further: on the % scale 0 is the no-effect control and ±100 the full control effect
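U2OS cells were transduced with wild-type KCNH2 virus (2.03 x 10^8 / mL) for 4 h at room temperature, then cultured overnight at 37 C. Thallium flux was read with FluxOr dye. Rate constants were normalized to DMSO controls.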
Eya2 phos inh – inhibitors of human Eya2 phosphatase activity; O00167; recombinant Eya2, OMFP fluorescence dephosphorylation (OMFP is methylfluorescein phosphate); Potency, µM (titrated, usually from 76.9 µM), for the others: at the top dose activity, negative = inhibition, usual class: inhibitors; 0.006% of 330,000 active; further: potency means the concentration at half of the fitted maximal effect; on the % scale 0 is the no-effect control and ±100 the full control effect
Target sequence (O00167 whole entry, looked up): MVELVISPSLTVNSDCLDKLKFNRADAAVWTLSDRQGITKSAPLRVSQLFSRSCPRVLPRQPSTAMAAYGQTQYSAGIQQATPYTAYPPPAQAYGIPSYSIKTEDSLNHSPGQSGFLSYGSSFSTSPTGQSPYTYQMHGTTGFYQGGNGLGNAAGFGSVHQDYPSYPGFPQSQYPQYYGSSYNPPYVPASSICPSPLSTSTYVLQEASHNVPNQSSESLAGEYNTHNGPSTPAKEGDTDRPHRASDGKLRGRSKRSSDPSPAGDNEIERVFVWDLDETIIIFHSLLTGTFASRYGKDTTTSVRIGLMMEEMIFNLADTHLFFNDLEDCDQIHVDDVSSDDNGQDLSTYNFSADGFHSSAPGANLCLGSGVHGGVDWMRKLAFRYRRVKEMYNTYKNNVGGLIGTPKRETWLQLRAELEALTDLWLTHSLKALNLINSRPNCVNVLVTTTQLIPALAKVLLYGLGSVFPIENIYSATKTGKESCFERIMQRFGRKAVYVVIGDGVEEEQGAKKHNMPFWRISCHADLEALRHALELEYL
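Eya2 (0.2 uM) preincubated 10 min at ambient with compound, then OMFP substrate added at 50 uM; 10 min reaction in 50 mM HEPES pH 7.5, 50 mM NaCl, 5 uM MgCl2, 0.05% BSA, 1 mM DTT. Fluorescence read at Ex 485/Em 525 nm.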
TSHR antagonist – blocks TSH signaling through the human TSH receptor. activity change, negative = inhibition, % at 11.5 µM. TSHR-expressing cells, TSH-stimulated cAMP HTRF, 2 h; hits give low values. P16473. 0.2% of 330,000 active. AID 504810;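 active means activity change below a set negative limit, meaning inhibition stronger than a set level, cut at about -70% in these data; inconclusive means activity change between two set negative limits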; further: on the % scale 0 is the no-effect control and ±100 the full control effect
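Cell-based HTRF cAMP assay; TSHR cells + compound, TSH EC80 (4nM final), 2 h, 37 deg C. Lysis with anti-cAMP cryptate and cAMP-d2, 30 min RT, read 665/620 nm.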
PKM2 activator – activators of human pyruvate kinase M2; AID 1631; Potency, µM (series often up to 57.5 µM), inactives show top-dose activation, hits mostly activators; 0.34% of 260,000 active; purified PKM2, Kinase-Glo ATP luminescence, activation; response scale: 0% is enzyme alone, no compound; P14618; further: potency means the concentration at half of the fitted maximal effect; on the % scale 0 is the no-effect control and ±100 the full control effect; nearly all actives have a fitted effect of over 55% in size
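ATP formation by purified human PK-M2, quantified via coupled luciferase luminescence after 1 h at room temperature with 0.1 mM ADP and 0.5 mM PEP final.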
BCR signal inh – inhibitors of chronic active B-cell receptor signaling. ABC-DLBCL IkBa-CBG/CBR reporter, luminescence ratio, 4 h. Potency, µM (titrated, usually from 46.1 µM), for inactives: at the top dose ratio change, negative = lower green/red ratio, usual class: inhibitors. 0.05% of 340,000 active; active means well fitted inhibition curve with a large enough effect in the signal ratio, with a control signal flat, not every such curve was filed as active; inconclusive means small, poorly fitted or top-dose-only effect, or effect the other way, or a change in a side signal; the % refers to the signal ratio;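 further: potency means the concentration at half of the fitted maximal effect; plate controls were basal doxycycline-induced cells for no effect and cells given 10 µM MG132 for full effect; MG132 reads +100%, hits lower the ratio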
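Compounds up to 46 uM were incubated four hours with TMD8 cells whose green CBG68 luciferase is fused to IkappaBalpha; red CBR luminescence normalised the signal, and concentration-effect curves were fitted to fusion, red and ratio data.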
Numbers without * were called inactive; i = inactive; ? = inconclusive; / = not tested or not shown; [ ] = dose if it differs, or a comment. Unless noted, the call rests on the fitted dose curve; in most records, active means well fitted curve in the direction sought with a large enough effect; inconclusive means small, poorly fitted or top-dose-only effect, or another doubt; inactive means no such curve, though single readings can be large; an effect the other way counts as inactive or inconclusive. Only part of the results is shown; rates above refer to the full screens.

SMILES | ASM inhibitor | Menin-MLL TR inh | USP2a inh | Mito fusion act | MBNL1 CUG block | GALK inh | KCNH2 WT inh | Eya2 phos inh | TSHR antagonist | PKM2 activator | BCR signal inh
S=c1[nH]nc(-c2ccccn2)n1/N=C/c1cccc2ccccc12 | -6.3% | 3.5% | 1.7% | -0.6% | / | -3.1% | -2.8 | 2.0% | -5.9 | -26.2% | 1.9%
COC(=O)c1ccc(-c2nc3ccc(C)cc3o2)cc1 | 18.5% | 0.2%[11.7 µM] | 3.3% | -2.4% | 14.9% | 1.9% | 0.4 | 15.3% | -3.1 | -0.2% | 0.3%
COc1ccccc1C(=O)NCCC(=O)N(C)CC(=O)Nc1ccc(Cl)cc1 | 0.5% | / | 0.5% | -4.0% | / | / | -2.6 | -1.3% | 25.0 | / | 2.3%
C=CCn1c(SCc2ccc(C#N)cc2)nnc1-c1ccc(C)cc1 | 0.2% | -14.3% | 5.0% | 3.7% | 4.6% | 0.0% | 3.8 | -11.9% | -4.5 | 1.0% | -1.4%
O=S(=O)(c1cnc[nH]1)N1CCCCCC1 | 3.2% | 11.1% | -0.7% | 3.6% | 1.5% | 2.9% | -11.7 | -22.6% | -0.1 | -7.0% | -2.7%
O=C(CCSc1ccc(Cl)cc1)c1ccco1 | -3.2% | -7.0% | -6.5% | 5.3% | -0.4% | 4.5% | 1.7 | -5.5% | 1.2 | / | ?
CCOC(=O)C1CCCN(C(=O)c2cnn3c(C(F)(F)F)cc(-c4ccccc4)nc23)C1 (stereo not drawn) | 10.1% | -1.8% | 2.4% | 6.9% | 20.6% | 0.0% | 4.6 | 4.7% | 4.0 | 0.5% | -0.7%
Cc1nnsc1-c1onc(C)c1C(=O)Nc1cc(Cl)cc(Cl)c1 | -19.2% | / | -10.7% | 9.8% | 8.2% | / | 0.5 | -4.1% | -17.7 | -4.5% | ?
C=CCNC(=S)NNC(=O)CCC(O)CCCCC (stereo not drawn) | 0.9% | 6.6% | -0.2% | -0.8% | -4.9% | 0.2% | -4.4 | 12.3% | -3.6 | -4.9% | -5.3%
Cc1ccc(CNC(=O)CSc2nc3ccsc3c(=O)n2Cc2ccccn2)cc1 | -4.6% | -8.1% | -0.5% | -4.9% | -7.4% | -2.3% | 1.9 | 5.0% | 2.6 | 4.4% | 9.7%
Cc1c2c(n3c(nc4ccccc43)c1C#N)N(CCN(C)C)CC2 | i | -0.5% | -1.2% | -20.4% | 19.8% | 2.4% | 2.0 | -5.4% | -5.5 | -1.6% | ?
COCc1ccc(C(=O)Nc2ccc(C(=O)O)cc2)o1 | 8.1% | / | 0.0% | -0.9% | -5.5% | -1.1% | 7.9 | -0.4% | -2.9 | -2.7% | ?
Nc1ccc2nc(C3CCCCC3)[nH]c2c1 | -1.7% | -4.9% | 0.0% | -5.9% | -3.3% | -0.9% | -5.5 | -10.4% | -3.0 | -2.6% | -21.0%
CC(c1ccon1)N(C)Cc1cn(C)nc1-c1ccc2c(c1)OCCO2 (stereo not drawn) | -4.6% | / | 0.4% | 4.7% | -4.1% | 3.2% | 1.9 | 9.4% | 6.1 | -4.6% | 3.4%
COC(=O)C1(CC2CC(c3ccncc3)=NO2)CCN(C(=O)OC(C)(C)C)CC1 (stereo not drawn) | 4.3% | / | 3.0% | 0.6% | / | / | -6.2 | -5.6% | -12.2 | / | -3.3%
Cc1cc2[nH]c(=O)c(=O)[nH]c2cc1S(=O)(=O)N1CCN(c2cccc(Cl)c2)CC1 | 20µM* | 43.3%[activator] | 0.9% | -0.9% | 0.9% | / | -5.6 | -17.4% | 1.9 | 8.9% | 13.8%
CCOc1ccc(NC(=S)N(CCc2c(C)[nH]c3ccc(C)cc23)Cc2ccncc2)cc1 | -13.0% | 11.7% | -1.5% | 22.8% | -1.7% | / | -11.5 | 3.4% | 14.9 | -2.3% | -5.0%
COCC(=O)Nc1ccc(-c2cn3cccnc3n2)cc1 | i | ? | 0.9% | 0.2% | ? | 0.3% | -3.5 | -0.5% | 46.1 | 2.1% | 2.8%
COC(=O)[C@H](C)NC(=O)Nc1cccc(Br)c1 | 4.7% | / | 3.1% | 2.8% | / | 9.0% | 2.1 | ? | -10.5 | -2.2% | 3.7%
CCCn1c(SCC(=O)NCc2cccs2)nc2c1c(=O)n(C)c(=O)n2C | -1.2% | -9.6% | 5.0% | -0.3% | 3.1% | 5.5% | 2.4 | 8.8% | -7.7 | 5.6% | -0.9%
CC1=CC(=NOC(=O)c2cccc([N+](=O)[O-])c2)C=C(C)C1=O | -4.0% | / | 5.3% | 4.1% | ? | -0.4% | 11.0 | 5.5% | 3.6 | 0.9% | ?
CCC(=O)N1CCc2cc(S(=O)(=O)NCCN3CCC(C)CC3)ccc21 | 6.5% | 10.6% | -0.2% | 0.1% | -2.2% | -2.1% | 5.8 | 3.8% | 13.1 | -2.9% | 3.1%
O=C(COC(=O)Cc1c(F)cccc1Cl)Nc1ccc2[nH]c(=O)[nH]c2c1 | 2.8% | / | 2.3% | / | / | / | -2.5 | 4.2% | 5.5 | / | 1.4%
CC1=CC=CN2C1=NC(=O)CC2(C)C(=O)N(CC(=O)NC1CCCC1)c1ccccc1C (stereo not drawn) | 64.2%[activator] | 0.8% | 9.3% | -5.7% | 10.1% | -0.8% | -17.2 | -12.2% | 0.6 | 2.9% | 1.6%
COc1ccc(S(=O)(=O)N2CCOCC2)cc1NC(=O)CCc1c[nH]c2ccccc12 | 0.0% | 23.2% | 2.8% | 2.6% | -4.0% | 5.9% | -7.9 | -0.3% | 4.5 | 6.0% | -7.4%
COC(=O)CSC1=NS(=O)(=O)c2ccccc21 | 1.0% | 15.3% | 3.1% | -4.0% | -2.6% | -1.3% | -4.7 | 17.5% | -0.6 | -2.9% | ?
Cc1cc2c(cc1S(=O)(=O)NCCc1ccccc1)NC(=O)CO2 | -1.3% | / | -2.2% | 9.4% | / | / | -6.0 | 14.3% | -8.8 | / | 2.1%
CC1(C)Cc2sc3c(=O)[nH]c(=S)[nH]c3c2CO1 | -1.3% | / | 3.7% | 5.7% | 3.8% | / | -10.0 | -5.2% | 5.6 | 0.5% | -1.1%
O=C(CN1CCN(c2cccc(Cl)c2)CC1)NCc1ccccc1 | -2.7% | -28.5% | 1.3% | 8.1% | 1.7% | 6.3% | 5.5 | -7.0% | -14.4 | 2.5%[11.5 µM] | -0.3%
Cc1ccc(-c2cc(C(=O)NCCN3CCOCC3)c3ccccc3n2)o1 | / | 2.5% | -1.1% | -1.4% | ? | -1.1% | -1.2 | 2.5% | 3.7 | -0.3% | 4.0%
Cc1csc(SCC(=O)Nc2nnc(C)s2)n1 | 152.0%[activator] | 0.5% | 3.5% | -2.0% | -7.3% | -0.1% | -2.4 | 12.2% | 5.9 | 3.1% | -0.3%
Cc1nnc2sc(-c3ccncc3)nn12 | 2.2% | -22.9% | 1.8% | 0.5% | -0.6% | -0.7% | 3.0 | 2.0% | -0.3 | 0.9% | -0.7%
CC(C)(C)N(NC(=O)Nc1ccccc1)C(=O)c1ccccc1 | / | 0.6% | 0.3% | -0.5% | / | -4.7% | 8.5 | -0.7% | -6.4 | 0.7% | 2.5%
Cc1ccc2c(c1)N(CCCC(=O)NCCC1=CCCCC1)C(=O)CO2 | 2.6% | -9.6% | -0.3% | 8.5% | 1.1% | -0.3% | 1.9 | 5.6% | -0.1 | 2.9% | 2.5%
CN(C(=O)c1cncc(Br)c1)c1c(N)n(Cc2ccccc2)c(=O)[nH]c1=O | 9.9% | / | -5.4% | -4.0% | / | / | -7.5 | -7.2% | -7.1 | / | 0.7%
O=C(CNC(=O)c1ccc(Br)o1)NNC(=O)c1cccc(Cl)c1 | 0.6% | / | -0.7% | 2.0% | / | / | -3.5 | -1.4% | / | / | -0.7%
O=C(COc1ccccc1[N+](=O)[O-])N1CCN(C(=O)c2ccco2)CC1 | -1.7% | 12.5% | 1.0% | -2.5% | 14.3% | -4.0% | -2.5 | -8.2% | 3.3 | -1.0% | ?

Assay outcomes deposited in PubChem by National Center for Advancing Translational Sciences (NCATS).
